Assay outcomes from PubChem.
HT1080 IDH1KD tx = toxicity to HT-1080 IDH1 knockdown cells (counter line). hit rate 2% among 360,000. AID 686971. Potency, µM (series often up to 46.1 µM), for inactives: top-dose activity, negative = toxicity, hits mostly cytotoxic. HT-1080 IDH1 knockdown viability, ATP luminescence, 48 h;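 note: potency is the fitted concentration of half-maximal effect; 0% = DMSO wells and -100% = cell-free medium wells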
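HT-1080-IDH1KD cells (IDH1 knocked down), 750/well in RPMI with 5% FBS, treated with compound 48 h at 37 degrees C. Viability by CellTiter-Glo luminescence, normalised to DMSO and no-cell wells; concentration-response curves classed.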
ATXN2 expr inh = ATXN2 expression inhibition | HEK-293 ATXN2-luciferase reporter, luminescence, 24 h | Potency, µM (highest dose often 57 µM), inactives show top-dose activity change, negative = inhibition, hits mostly inhibitors | hit rate 0.72% among 360,000; note: potency is the fitted concentration of half-maximal effect; % is set by controls: 0 for no effect and ±100 for the full control effect; nearly all actives have a fitted effect of over 55% in size
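ATXN2-luciferase reporter cells (luciferase flanked by upstream and downstream ATXN2 gene portions) were treated 24 h at 37 °C with compounds at up to 57 uM. SteadyGlo luminescence gave expression; GF-AFC fluorescence gave viability.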
ATXN viability = cell viability loss in ATXN counter-screen; S2 cells (HEK-293 line with an ATXN2-luciferase reporter) viability, CellTiter-Fluor protease fluorescence, 24 h; Potency, µM (highest dose often 56.7 µM), actives largely listed as cytotoxic; hit rate 0.49% among 400,000; AID 651635; note: potency is the fitted concentration of half-maximal effect; nearly all actives have a fitted effect of over 40% in size
HT1080-NT tox = kills 2HG-producing HT-1080-NT fibrosarcoma cells; Potency, µM (doses to about 46.1 µM), without a hit: top-dose activity, negative = less viability, usual class: cytotoxic; hit rate 1.6% among 360,000; HT-1080-NT fibrosarcoma viability, CellTiter-Glo ATP luminescence, 48 h;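 note: NT is the 2HG producing partner of a matched IDH1 knockdown line; potency is the fitted concentration of half-maximal effect; 0% = DMSO-treated cells and -100% = media-only wells without cells; nearly all actives have a fitted effect of over 55% in size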
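Fibrosarcoma NT cells, 750 per well in 5% FBS RPMI, were exposed to compound for 48 hours. Viability: CellTiter-Glo luminescence.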
IL-1B inflam inh = blocks inflammasome-driven IL-1 beta release | THP-1 LPS/ATP IL-1B secretion, AlphaLISA, 16 h; hits give low values | activity change, % at 57.5 µM | hit rate 4.7% among 360,000 | AID 743279; in the data active = activity change below about -50%; inconclusive = mostly about -30% to -49%; note: % is set by controls: 0 for no effect and ±100 for the full control effect
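THP-1 cells pretreated 1 hr with compounds (up to 57.5 uM final), then stimulated with LPS (250 ng/mL final) plus ATP (1.25 mM final); secreted IL-1B measured by AlphaLISA after 16 hr, decreased signal indicating inhibition.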
HepG2 tox = kills HepG2 cells in TGF-b inhibitor counter-screen; HepG2 CAGA-GFP viability, ATP luminescence, 18 h; Potency, µM (series often up to 46.1 µM), inactives show at the highest dose activity change, negative = cytotoxicity, most hits filed as cytotoxic; hit rate 0.76% among 410,000; AID 588856; note: potency is the fitted concentration of half-maximal effect; some results filed as inactive show a strong effect at the top dose
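CellTiter-Glo luminescence gave cytotoxicity after 18 hours at 37 degrees C. The cells were HepG2 CAGA-GFP in 1% FBS DMEM, stimulated with 500 pg/mL TGF-beta after compound addition. %Activity was normalised to no-cell wells (complete cell-killing) and DMSO (no toxicity), and curves were fitted and classified.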
MCF10A rereplic = DNA re-replication induction in MCF 10a cells | MCF 10A DNA re-replication, Hoechst nuclear intensity, 48 h | Potency, µM (doses to about 46.1 µM), without a hit: at the highest dose activity, positive = re-replication, actives largely listed as activators | hit rate 2.9% among 350,000 | AID 624296; note: potency is the fitted concentration of half-maximal effect; % of control where 0% means no effect; nearly all actives have a fitted effect of over 50% in size
SW480 rerep = inducers of DNA re-replication in SW480 colon cancer cells | SW480 DNA re-replication, Hoechst DNA content imaging, 48 h | AID 624297 | hit rate 1.8% among 340,000 | Potency, µM (highest dose often 46.1 µM), for the others: at the highest dose re-replication activation, actives largely listed as activators; note: potency is the fitted concentration of half-maximal effect; % of control where 0% means no effect; nearly all actives have a fitted effect of over 55% in size
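250 cells/well; 23 nL cpd via pin tool; 48 hr, 37 C, 5% CO2; Hoechst 40 min; imager read of total nuclear intensity, ex 405/em 500-530 nm.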
KB-3-1 cytotox = kills parental KB-3-1 adenocarcinoma cells; Potency, µM (titrated, usually from 46.1 µM), for the others: at the top dose activity change, negative = cytotoxic, actives largely listed as cytotoxic; hit rate 1.4% among 400,000; AID 1347075; KB-3-1 viability, CellTiter-Glo ATP luminescence, 72 h; note: potency is the fitted concentration of half-maximal effect; % is set by controls: 0 for no effect and ±100 for the full control effect; nearly all actives have a fitted effect of over 60% in size
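Parental KB-3-1 viability, qHTS format: 72 h compound exposure, 37 °C; CellTiter-Glo; media-only wells and DMSO plates as controls; concentration-effect fits on corrected data.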
* hit, by the source's call; i = inactive; ? = inconclusive; . = no result given; [ ] = dose if it differs, or a comment. Unless noted, calls come from the whole dose curve; as a rule, active = well fitted curve in the direction sought with a large enough effect; inconclusive = small, poorly fitted or top-dose-only effect, or another doubt; inactive = no such curve, though single readings can be large; an effect the other way counts as inactive or inconclusive.

SMILES | HT1080 IDH1KD tx | ATXN2 expr inh | ATXN viability | HT1080-NT tox | IL-1B inflam inh | HepG2 tox | MCF10A rereplic | SW480 rerep | KB-3-1 cytotox
CC(=O)c1c(C)oc2c1cc(NS(=O)(=O)c1ccc(Cl)c(C)c1)c1ccccc12 | . | -5% | i | . | . | -31% | . | . | -20%
Fc1cc2[nH]c(=S)[nH]c2cc1Cl | 1% | 3% | i | -1% | 29 | -6% | 0% | 6% | 8.2µM*
CCCC[C@@H]1C[C@H]1[C@@H](NC(=O)c1ccco1)c1ccccc1C(F)(F)F | 4% | -1% | i | 2% | -15 | -68% | 2% | 3% | 12%
NC(N)=Nc1nc2ccc(Cl)cc2c(=O)[nH]1 | -1% | -1% | ? | 17% | 1 | -15% | 4% | 0% | 11%
CCN(Cc1ccc(C#CCCO)cc1)CC1CCCN(CCc2cccc(OC)c2)C1 (configuration not stated) | -9% | -22% | i | -20% | -6 | -53% | ? | ? | -7%
O=C(CSc1n[nH]c(-c2cccnc2)n1)OC1CCCCC1 | -2% | -10% | i | 7% | 24 | 1% | -1% | 24% | -3%
C=CCNc1cnn(-c2ccccc2)c(=O)c1Cl | 5% | 20% | i | 21% | -7 | -1% | -1% | ? | 2%
CCOC(=O)C1CCN(C(=O)c2cc3c(s2)-c2ccccc2OC3)CC1 | -11% | 2% | i | -12% | 22 | -2% | 11% | -3% | 0%
COc1ccccc1NC(=O)C1=C(C)Nc2nnnn2C1c1ccccn1 (configuration not stated) | -7% | 11% | i | -13% | -8 | -18% | ? | -4%[9.22 µM] | 21%
O=C(COc1ccc2c3c(c(=O)oc2c1)CCC3)c1ccc2c(c1)OCO2 | 10% | 7% | i | 0% | -25 | 0% | -1% | -2% | 8%
O=C(COC(=O)c1ccc(S(=O)(=O)N2CCCC2)cc1)Nc1ccc(Cl)cc1 | 2% | 3% | i | 12% | 0 | -6% | 0% | -3% | 10%
O=c1c(N2CCOCC2)nsn1Cc1ccccc1 | 10% | -3% | ? | 7% | 8 | 1% | -3% | -9% | 3%

Pulled one by one from above, 2 records:
SMILES | HT1080 IDH1KD tx | ATXN2 expr inh | ATXN viability | HT1080-NT tox | IL-1B inflam inh | HepG2 tox | MCF10A rereplic | SW480 rerep | KB-3-1 cytotox
O=C(COC(=O)c1ccc(S(=O)(=O)N2CCCC2)cc1)Nc1ccc(Cl)cc1 | 2% | 3% | i | 12% | 0 | -6% | 0% | -3% | 10%
O=c1c(N2CCOCC2)nsn1Cc1ccccc1 | 10% | -3% | ? | 7% | 8 | 1% | -3% | -9% | 3%

(cont.)
SMILES | HT1080 IDH1KD tx | ATXN2 expr inh | ATXN viability | HT1080-NT tox | IL-1B inflam inh | HepG2 tox | MCF10A rereplic | SW480 rerep | KB-3-1 cytotox
COCCn1cnc2c1c(=O)n(CC(=O)NCC(F)(F)F)c(=O)n2Cc1ccccc1 | 13% | 3% | i | 6% | 18 | 4% | 5% | -9% | 15%
Cc1ccc(N(C)S(=O)(=O)c2ccc3[nH]c4c(c3c2)CCCC4)cc1 | . | -38% | ? | . | . | -28% | . | . | -16%
O=C(O)c1cc(O)c2c(c1)C(=O)c1cccc(O)c1C2=O | ? | -24% | ? | ? | 0 | -52% | ? | -5% | -12%
CCCSc1nsc(NC(=O)CC)n1 | -4% | 1% | i | 9% | -17 | -20% | -1% | 10% | -8%
CC(=O)NC(c1ccccc1)c1nc(-c2cnc3ccccc3c2)cs1 (configuration not stated) | 3% | 1% | i | 3% | 0 | -21% | . | . | ?
COc1ccc(-c2nc3ccc(C)cn3c2Cc2ccccc2)cc1OC | ? | ? | 28µM* | ? | ? | -43% | . | . | 0%
COc1ccc(C2CC(c3c(-c4ccccc4)c4cc(Cl)ccc4[nH]c3=O)=NN2S(C)(=O)=O)cc1OC (configuration not stated) | -7% | -19% | i | -5% | ? | -79% | 27% | 11% | ?
CNc1nc(N(C)C)nc(N(C)C)n1 | ? | -2% | i | 6% | 13 | -9% | 0% | -26% | 0%
COc1ccc(NC(=O)c2ccc(-c3csc(C)n3)cc2)cc1 | 0% | ? | i | 0% | -3 | -18% | 26% | ? | ?
CC1CCCN(C(=O)CCS(=O)(=O)c2ccc3c(c2)n(C)c(=O)c(=O)n3C)C1 (configuration not stated) | -2% | -6% | i | 3% | 3 | -14% | -4% | 0% | -2%
CC(=O)C(Cc1ccccc1)NC(=O)CCl (configuration not stated) | -1% | 31% | i | -11% | -9 | -10% | 13% | 1% | ?
C/C(=N\NC(=O)c1ccc2c(c1)OCCO2)c1ccccc1 | -17% | ? | i | -12% | 22 | -24% | 3% | -124%[inhibitor] | 0%
COC(=O)C(C)Sc1nc2c(cnn2-c2ccc(C)cc2)c(=O)[nH]1 (configuration not stated) | 8% | -3% | i | 2% | 5 | -3% | 3% | -13% | 20%
CCN(CC(O)c1cccc(O)c1)C(=O)C12CC3CC(CC(C3)C1)C2 (configuration not stated) | -8% | . | i | -17% | -14 | -34% | 6% | -13% | -1%
COC(=O)Cc1c(C)c2c(OCc3nn[nH]n3)cc(C)cc2oc1=O | 4% | 6% | i | 6% | 13 | -1% | 0% | -4% | 15%
COc1ccc(C2SCCN2S(=O)(=O)c2ccccc2)cc1 (configuration not stated) | -7% | ? | i | 0% | 0 | -28% | ? | -1% | -6%
CN(C)CCCNC(=S)Nc1ccc(Br)cc1 | -1% | . | i | -15% | -21 | -27% | 4% | -1% | 0%
O=C(NC(Cc1ccccc1)C(=O)O)/C(=C\c1ccco1)NC(=O)c1ccc(Br)cc1 (configuration not stated) | 6% | -15% | i | 10% | 8 | 1% | 0% | 0% | -8%
COc1ccc(CNC(=O)COc2ccc([N+](=O)[O-])cc2)cc1 | -8% | 1% | i | 1% | 0 | 18% | 9% | -4% | 4%
COC(=O)c1nnn(-c2nonc2N)c1CSc1nnc(N)s1 | 11% | 9% | i | 8% | 47 | -26% | 1% | 0% | -2%
O=C(O)/C(=C\c1ccco1)NC(=O)c1ccc(Br)o1 | 11% | . | i | 1% | 17 | 19% | 0% | -8% | 2%
COc1ccc(N2CCN(CC(=O)Nc3ccc(-n4cnnn4)cc3)CC2)cc1 | 1% | -26% | i | 0% | 10 | -18% | ? | 13% | -3%
COc1cccc(-n2cc3c(c2-c2ccccc2)c(=O)n(C)c(=O)n3C)c1 | -7%[9.24 µM] | -1% | i | -10% | 18 | -23% | 8% | -8% | -8%
O=Cc1ccc(OCC(=O)N2CCc3ccccc32)c(Br)c1 | -1% | 32%[activator] | i | -4% | -10 | -10% | 7% | 15% | 4%
O=C(Oc1ccc([N+](=O)[O-])cc1)c1ccc2ccccc2n1 | -24% | 7% | i | 2% | -10 | 6% | 18% | 2% | ?
O=C(NCCn1cccn1)C1CCC(=O)N(CCc2ccccc2)C1 (configuration not stated) | 9% | 5% | i | 5% | i | -16% | 1% | -7% | 0%
O=C(NC1CC2CCC(C1)N2C(=O)NCc1ccccc1)C1CC1 (configuration not stated) | -1% | 3% | i | -3% | 17 | 1% | 9% | -1% | -5%
CCCCNC(=O)C(NC(=O)c1ccc(=O)[nH]c1)C(=O)c1ccccc1 (configuration not stated) | 22% | 0% | i | 21% | 6 | -11% | . | . | 0%
COc1ccc2c(c1)cc(C)c1nnc(SCC(=O)N(C)c3nc(-c4ccccc4)cs3)n12 | 15% | -5% | i | 12% | -20 | 5% | 1% | 2% | 0%
CC(C)=CCN1CCN(Cc2cccn2-c2ncccn2)CC1CCO (configuration not stated) | -5% | -9% | i | 3% | 4 | -20% | -4% | 3% | 16%
O=C(CNC(=O)c1cccs1)N/N=C/c1ccc(O)cc1O | ? | -35% | i | -28% | 141 | -27% | ? | 11% | 1%
CC1CC(C)CN(CCCNC(=O)c2ccc(CNS(=O)(=O)c3ccc(F)cc3)cc2)C1 (configuration not stated) | -14% | -12% | i | -20% | -9 | -9% | -4% | 3% | -1%
O=C(C(Cl)Cl)N1c2ccccc2OCC1c1ccccc1 (configuration not stated) | -19% | ? | i | -10% | -9 | -29% | ? | -1% | 18µM*
CNC(=O)c1ccc(NC(=O)CN2c3cccc4cccc(c34)S2(=O)=O)cc1 | 1% | 5% | i | -11% | 49 | -7% | -38%[inhibitor] | -67%[inhibitor] | -1%
Cc1ccc(NC(=O)c2ccc([N+](=O)[O-])cc2)cc1S(=O)(=O)N(C)C | -2% | 25% | i | -2% | -9 | -12% | 4% | -2% | -5%
CSc1ccccc1NC(=O)CN1CCCCC1C (configuration not stated) | 14% | 10% | i | 0% | 48 | -2% | ? | -2% | 3%

One compound at a time, as listed above. Values in the order: HT1080 IDH1KD tx	ATXN2 expr inh	ATXN viability	HT1080-NT tox	IL-1B inflam inh	HepG2 tox	MCF10A rereplic	SW480 rerep	KB-3-1 cytotox
Results for COc1cccc(-n2cc3c(c2-c2ccccc2)c(=O)n(C)c(=O)n3C)c1 = -7%[9.24 µM]	-1%	i	-10%	18	-23%	8%	-8%	-8%
Results for Cc1ccc(N(C)S(=O)(=O)c2ccc3[nH]c4c(c3c2)CCCC4)cc1 = .	-38%	?	.	.	-28%	.	.	-16%

Next part:
SMILES | HT1080 IDH1KD tx | ATXN2 expr inh | ATXN viability | HT1080-NT tox | IL-1B inflam inh | HepG2 tox | MCF10A rereplic | SW480 rerep | KB-3-1 cytotox
CCCCNC(=O)c1ccccc1NC(=O)C1=C(C)OCCS1 | 2% | 0% | i | -2% | 11 | -36% | 4% | 3% | -2%
CCOc1ccc(NC(=O)N(O)C2(C#N)CCCCC2)cc1 | 9% | -21% | i | 7% | -17 | 3% | -8% | -3% | 21%
CC(C)NC(=O)Nc1cccc(Cl)c1 | 0% | 13% | i | 18% | -11 | 21% | -2% | 25% | 1%
O=C1c2ccccc2-c2onc3c(NCCO)cc(NC4CCCCC4)c1c23 | . | ? | ? | . | . | -41% | . | . | -29%
O=C(O)c1cn(-c2ccccc2)nc1-c1ccc(Cl)cc1 | -6% | 10% | i | -3% | 0 | 1% | -4% | -1% | 10%
Cc1c(Cl)c(C(F)(F)F)nn1CC(=O)NCc1ccco1 | -1% | 12%[11.3 µM] | i | 13% | -5 | -4% | 0% | -22% | 11%
